PKA-R2B activ: activators of human PKA-R2B complex | P22694+P31323 | PKA-R2B holoenzyme dissociation, Cy5-IP20 fluorescence polarization; R2B truncated from residue 108, S112A mutant; 0% DMSO only, 100% 113 µM cGMP | activation, % at 11.4 µM | actives 0.079% (n = 340,000);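 active = activation above a cutoff set at the mean over all compounds plus 3 SD, cut at about 18% in these data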;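 note: higher means more holoenzyme dissociation and a rise in polarization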
Target sequence (P31323 whole entry, looked up, other chains not shown, the tested form may be a part): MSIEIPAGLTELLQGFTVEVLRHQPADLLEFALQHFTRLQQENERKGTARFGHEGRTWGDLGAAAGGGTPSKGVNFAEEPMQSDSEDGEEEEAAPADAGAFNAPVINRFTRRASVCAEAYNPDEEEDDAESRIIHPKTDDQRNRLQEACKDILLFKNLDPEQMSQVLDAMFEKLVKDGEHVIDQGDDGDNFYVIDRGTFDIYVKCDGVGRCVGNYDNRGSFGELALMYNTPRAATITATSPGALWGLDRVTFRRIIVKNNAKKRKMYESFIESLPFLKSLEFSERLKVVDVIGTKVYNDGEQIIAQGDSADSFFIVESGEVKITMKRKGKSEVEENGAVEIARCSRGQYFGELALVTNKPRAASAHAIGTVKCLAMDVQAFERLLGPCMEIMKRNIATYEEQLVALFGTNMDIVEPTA
PfHsp90 yeast 2: inhibits growth of yeast expressing Plasmodium falciparum Hsp90; AID 504621; actives 0.32% (n = 310,000); inhibition, % at 9.4 µM; S. cerevisiae expressing PfHsp90, BacTiter-Glo ATP, 48 h; yeast lacking PDR1 and PDR3 efflux regulators;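 active = every replicate shows inhibition above about 80%, whatever the replicate mean, limit read from the data; inconclusive = mean inhibition reaches the set limit but some replicate falls short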;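 note: 0% = DMSO neutral controls and 100% = 20 µM radicicol positive controls; yeast relying on Plasmodium falciparum Hsp90 in place of its own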
phage Ecoli inh: E. coli growth loss with phage present | growth absorbance | inhibition, % at 11.9 µM | actives 0.26% (n = 360,000) | AID 651602; in the data active = inhibition above about 11%
PKA-R1A activ: PKA-R1A complex activation | actives 0.083% (n = 340,000) | PKA-R1A dissociation, Cy5-IP20 fluorescence polarization; scaled: DMSO 0%, 113 µM cGMP 100% | P00514+P68181 | activation, % at 11.4 µM;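 active = percent activation above the mean of all tested compounds plus 3 SD, cut at about 19% in these data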;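 note: higher means more PKAc released from R1A so a rise in polarization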
AddAB inh: less growth of phage-infected E. coli with AddAB | AID 435030 | actives 0.29% (n = 330,000) | inhibition, % at 11.9 µM | E. coli expressing H. pylori AddAB, absorbance growth; in the data active = inhibition above about 12%;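 note: 0% = vehicle wells of infected cells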
Tat export inh: blocks Tat-dependent protein export in E. coli; inhibition, % at 10 µM; E. coli MC4100 TorA-mCherry Tat export, fluorescence; actives 0.036% (n = 340,000);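 active = mean replicate inhibition at least 50% and at least half of replicates individually reaching 50%; inconclusive = only one of the two criteria met; inactive = neither criterion met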;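 note: exported cargo escapes ClpAP degradation while cytoplasmic cargo is degraded and loses fluorescence; 0% = median of neutral control wells and 100% = median of NaSCN control wells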
E coli growth: bacterial growth inhibition, counter-screen for AddAB inhibitors. E. coli V3065 growth, OD600 absorbance, 18 h. inhibition, % at 11.9 µM. actives 0.27% (n = 330,000). AID 449728;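 active = inhibition above the campaign's mean inhibition across all tested compounds plus 3 SD, cut at about 9.9% in these data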;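 note: uninfected addAB+ strain grown without phage in ampicillin broth; 0% = DMSO wells and 100% = ciprofloxacin 0.95 µg/ml wells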
OPRM1-OPRD1 ag: OPRM1-OPRD1 heterodimerization agonism | cells, luminescence | P35372+P41143 | AID 504326 | activation, % at 9.3 µM | actives 0.3% (n = 340,000); in the data active = activation above about 18%;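 note: 0% = vehicle-treated cells and 100% = reference agonist; values of inactives mirror those of a sister screen read the other way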
SUMO Mot1 rescue: SUMOylation pathway inhibition by Mot1-301 growth rescue; S. cerevisiae Mot1-301 growth rescue, ATP luminescence, 38.5C; percent above DMSO median, 100 means doubled; AID 2716; actives 1% (n = 320,000); growth rescue, % at 18.8 µM;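 active = every valid replicate shows activation above 250% relative to neutral control wells; inactive = the rest, any valid replicate at or below 250%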;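 note: OY570 slx delta 5 strain wells were the positive control but not used for scaling; some compounds called inactive have numbers as strong as hits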
HTR5A inv ag: HTR5A inverse agonism, opioid heterodimer counter-screen. HTR5A cell line, luminescence. inhibition, % at 9.3 µM. actives 0.083% (n = 340,000). AID 504634; in the data active = inhibition mostly above about 23%, no sharp cut-off; inactive = mostly below about 18%;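 note: 0% = cells with DMSO and 100% = no-cell wells with DMSO; some compounds called inactive have numbers as strong as hits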
Target sequence (P47898 whole entry, looked up): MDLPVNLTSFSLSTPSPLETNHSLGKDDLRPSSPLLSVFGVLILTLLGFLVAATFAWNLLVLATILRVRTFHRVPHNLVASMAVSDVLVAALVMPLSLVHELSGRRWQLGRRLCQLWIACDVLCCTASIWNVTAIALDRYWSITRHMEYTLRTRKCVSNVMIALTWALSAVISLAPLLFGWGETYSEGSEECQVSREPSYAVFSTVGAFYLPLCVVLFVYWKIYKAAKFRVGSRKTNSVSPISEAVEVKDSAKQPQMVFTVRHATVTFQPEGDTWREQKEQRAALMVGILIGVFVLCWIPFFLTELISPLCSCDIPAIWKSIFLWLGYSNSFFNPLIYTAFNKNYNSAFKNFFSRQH
MOR-DOR inv ag: inverse agonists of human mu-delta opioid receptor heterodimerization. P35372+P41143. cell-based MOR-DOR heterodimer luminescence, inverse agonism. inhibition, % at 9.3 µM. actives 0.21% (n = 340,000); in the data active = inhibition above about 22%, passing the limit was not always enough;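 note: 0% = cells with DMSO and 100% = wells without cells with DMSO; values of inactives mirror those of a sister screen read the other way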
Starred values were filed as active, the others as inactive; i = inactive; ? = inconclusive; · = no result given.

Sample of the layout, 2 compounds:
SMILES	PKA-R2B activ	PfHsp90 yeast 2	phage Ecoli inh	PKA-R1A activ	AddAB inh	Tat export inh	E coli growth	OPRM1-OPRD1 ag	SUMO Mot1 rescue	HTR5A inv ag	MOR-DOR inv ag
CC1=NN(C(=O)c2ccccc2Br)C(O)(c2ccc(Cl)cc2)C1 (stereo unspecified)	2	1	0.7	4	·	4	·	-4.1	-17	-2	20
CCC(C)N1C(=O)C2C(C(=O)Nc3cccc(OC)c3)C3C=CC2(O3)C1C(=O)NC1CCCCC1C (stereo unspecified)	-5	-6	3.2	-7	3.6	2	1.4	2.8	44	-14	-16

The list itself, from the start:
SMILES	PKA-R2B activ	PfHsp90 yeast 2	phage Ecoli inh	PKA-R1A activ	AddAB inh	Tat export inh	E coli growth	OPRM1-OPRD1 ag	SUMO Mot1 rescue	HTR5A inv ag	MOR-DOR inv ag
CC1=NN(C(=O)c2ccccc2Br)C(O)(c2ccc(Cl)cc2)C1 (stereo unspecified)	2	1	0.7	4	·	4	·	-4.1	-17	-2	20
CCC(C)N1C(=O)C2C(C(=O)Nc3cccc(OC)c3)C3C=CC2(O3)C1C(=O)NC1CCCCC1C (stereo unspecified)	-5	-6	3.2	-7	3.6	2	1.4	2.8	44	-14	-16
CC(C)NC(=O)CN1C(=O)c2cccc3cccc1c23	2	14	3.0	-3	3.2	-8	-2.2	-0.4	20	-7	2
Nc1nc(-c2cccs2)c(NC(=O)c2ccccc2)s1	-4	-30	1.1	4	1.0	-5	-1.6	-3.7	-1	12	21
COc1ccc(C(CNC(=O)Cc2cccs2)N(C)C)cc1 (stereo unspecified)	-8	-4	1.7	1	2.2	3	2.3	85*	7	-3	i
CC(C)CN(C(=O)COC(=O)c1ccccc1SCC(=O)NC1CCCCCC1)C1CCS(=O)(=O)C1 (stereo unspecified)	-2	-23	4.4	8	0.5	-4	-0.4	-1.3	-11	27	7
c1ccc2[nH]c(Cn3nnc4ccccc43)nc2c1	-11	9	5.2	-1	5.2	5	3.1	-1.2	-11	-19	7
O=C(O)c1ccc(NC(=S)NC(=O)c2cccnc2)cc1	3	12	1.3	-4	0.9	2	-1.2	-4.9	-6	-13	25
NNC(=O)Cn1c(-c2ccccc2)cc(=O)n2ncnc12	-5	-6	2.1	7	-1.8	-7	-2.5	-1.1	-11	3	5
CC1(C)[C@H]2CC[C@]1(C)[C@@H](OC(=O)C[N+]1(C)CCOCC1)C2	7	11	3.1	0	0.0	-8	0.5	1.1	64	-14	-6
O=C(Oc1ccc(-c2nc(-c3ccccn3)no2)cc1)c1ccccc1	-5	?	0.6	14	-0.3	-2	-0.7	-1.1	-66	-18	7
O=C(CSc1nc2ccccc2c(=O)n1CCCN1CCOCC1)N1CCN(c2ccccc2)CC1	-1	0	-0.2	-20	-2.4	-4	-1.5	-2.1	14	-21	10
CNC(=O)c1sccc1SCc1ccc(Cl)cc1Cl	-4	2	3.0	-13	4.5	18	-1.4	-0.7	·	10	4
COc1ccccc1N1CCN(C(=O)Cc2ccc(Cl)cc2)CC1	-3	-1	-1.8	-3	0.8	2	-0.6	-2.1	-10	-14	11
Cc1ccc2oc3c(c(=O)c2c1)C(c1cccc(Br)c1)N(Cc1ccco1)C3=O (stereo unspecified)	-6	-4	2.3	-4	·	2	·	0.2	·	-5	-1
O=C(/C=C/c1ccco1)NC(=S)Nc1ccc(O)c(-c2nc3ccccc3s2)c1	-5	-15	4.6	7	1.5	17	-0.9	-2.2	4	-27	12
Cc1occc1C(=O)NCc1ccc(C(=O)O)o1	-2	·	2.3	5	0.6	-4	-0.8	-3.1	-4	-4	16
O=C(CCc1ccccc1)NNC(=O)COc1ccccc1	7	·	3.5	-5	-0.9	-2	0.2	-2.2	-25	-1	13
CCCOc1cccc(-c2cc(C(=O)N/N=C/c3cccnc3)c3ccccc3n2)c1	-19	-3	0.7	-7	·	6	·	-0.8	5	-3	3
O=C1CC(C(=O)Nc2cccc(F)c2)n2ncnc2N1 (stereo unspecified)	7	·	4.6	-6	0.8	-8	0.3	-2.3	-9	-1	14
CC(=O)NCc1ccc(-c2nc3ccccc3s2)cc1	-1	34	1.9	6	3.7	-10	-1.5	-2.0	2	10	11
CCCN1CCC(=O)N(CCSc2ccccc2)CC1	13	-33	2.7	10	0.0	-7	-0.2	-2.2	-10	-5	13
CNC(C)C(=O)NC(C(=O)N1CCCC1C(=O)NC1CCCc2ccccc21)C(C)C (stereo unspecified)	-12	·	2.1	-14	2.0	8	2.3	-2.2	10	15	12
Cc1ccc(C(=O)COC(=O)C2CC3CCCC(C2)C3=O)cc1[N+](=O)[O-] (stereo unspecified)	-5	12	4.6	-5	-0.8	-3	-1.1	-3.7	-12	2	20
CCOCCCN(C(=O)Cn1nnc(-c2ccc(C)o2)n1)C(C(=O)NC1CCCC1)c1ccco1 (stereo unspecified)	-11	-60	1.4	3	0.4	1	0.2	-2.2	-8	15	14
Cc1ccc(/C=C/C(=O)O)cc1S(=O)(=O)NC1CCS(=O)(=O)C1 (stereo unspecified)	5	2	2.3	2	1.8	0	-0.1	-0.3	8	0	2
COc1ccc(N2CCN(C(=O)CCc3nnc4ccc(N5CCOCC5)nn34)CC2)cc1	-7	12	0.6	-12	0.9	1	0.9	-0.6	7	17	3
Cc1csc(Nc2ccccc2)[n+]1-c1ccccc1	4	17	2.9	-15	4.7	11	1.4	-1.5	-9	19	8
O=C(Cn1cnc2c(oc3ccccc32)c1=O)N1CCCC1	10	-18	0.6	-3	-1.4	-2	3.6	-3.4	18	2	17
Cc1ccc(Cl)cc1NC(=O)CCNC(=O)N1CC(=O)Nc2ccccc21	3	3	2.3	-5	2.2	0	1.2	-1.9	9	-31	10
COc1cccc(N2CC(C(=O)Nc3nnc(SCC(=O)NCc4ccco4)s3)CC2=O)c1 (stereo unspecified)	-8	2	1.0	-6	2.2	5	1.3	-0.1	50	-1	1
Cc1nc2ccccc2c(=O)n1NC(=O)/C=C/c1ccccc1	4	-11	2.4	3	0.8	-5	-1.3	-2.0	2	13	13
Cc1cc(NC(=O)CSc2nnnn2-c2ccc(F)cc2)no1	-8	-84	-1.4	-3	0.5	2	1.1	0.2	-6	-3	-1
COCCn1c(CN2CCN(C(c3ccccc3)c3ccccc3)CC2)nc2c1c(=O)n(C)c(=O)n2C	-2	6	-2.0	-4	·	-11	·	-2.1	·	-10	9
CCOc1cc(N2CCOCC2)c(OCC)cc1NC(=O)CSc1ncccn1	-1	-47	1.8	3	-1.0	-7	-1.6	-3.5	23	-8	18
O=C(NCc1ccncc1)NC12CC3CC(CC(C3)C1)C2	0	·	0.2	0	0.8	-2	0.9	0.0	5	0	0
Fc1ccc(CNc2cnccn2)cc1	-2	·	1.2	-17	2.6	-2	-0.4	-2.1	-10	-11	11
CC(=O)c1cccc(NC(=O)c2ccc(C)o2)c1	5	-3	1.1	-1	-0.7	-3	0.0	-1.9	3	-7	10
CCc1cc2c(=O)c(-c3nc(C)cs3)coc2cc1OC(C)C(=O)NCCO (stereo unspecified)	-7	4	2.4	-4	0.0	-7	0.8	1.3	-19	-33	-6
C#CCOCCOCCOCCNc1nc(N2CCN(C(=O)C([C@@H](C)O)n3cc([C@@H](N)CCCCN)nn3)CC2)nc(N2CCN(C(=O)[C@H](CCCCN)n3cc([C@@H](N)[C@H](C)CC)nn3)CC2)n1 (stereo partly specified)	-4	6	2.9	-3	0.8	24	-0.7	-3.5	-18	6	16
NC1=NC(=O)C(Cc2ccc(Br)cc2)S1 (stereo unspecified)	-5	-23	1.9	3	2.3	-6	-2.4	-2.7	-18	11	14
O=C(NCCCN1CCN(c2ccccc2)CC1)Nc1ccccc1C(F)(F)F	0	3	2.1	-1	4.2	-1	0.0	-1.3	-10	-10	6
Cc1ccc(S(=O)(=O)/C(C#N)=C/c2c(N3CC(C)OC(C)C3)nc3c(C)cccn3c2=O)cc1 (stereo unspecified)	-10	-10	1.1	-20	-0.2	-2	-2.7	-4.5	·	13	20
CN(CCc1ccccc1)C(=O)c1ccc(NC(=O)Cc2ccc(NC(=O)C3CCCN(C(=O)C4CCC4)C3)cc2)cc1 (stereo unspecified)	1	-4	1.7	1	·	6	·	-1.0	·	9	5
Cc1cc(NC(=O)c2ccccc2O)nc(C)n1	8	10	3.4	6	3.0	3	4.3	-1.5	554	13	9
CC(=O)c1ccc(NC(=O)CSc2nc(=O)cc(N)n2-c2ccccc2)cc1	16	·	1.4	-2	-0.3	-1	-0.2	-3.0	-3	-2	15
Cc1ccc(NC(=O)C2C3C=CC(O3)C2C(=O)O)cc1C (stereo unspecified)	-1	5	2.3	0	2.3	3	-1.4	-0.7	29	-22	4
CS(=O)(=O)N(CC(=O)Nc1ccccc1C(=O)N1CCCC1)c1ccccc1Br	-3	2	-0.2	-7	1.7	-6	2.2	-2.1	3	-5	8
N#CCCN(C(=O)CSc1nnc(-c2ccncc2)n1C1CC1)c1ccccc1	-5	4	0.4	-4	2.6	-4	-1.3	-2.9	·	-12	11
Cc1cccc(NC(=O)CCc2ccccc2)c1	-11	-7	4.0	-2	0.5	3	0.6	-2.0	520*	-7	10
Cc1ccc(/C=C/C2=NN(Cc3ccc(Cl)c(Cl)c3)C(=O)CC2)cc1	14	·	0.9	-8	1.9	-7	0.5	0.7	-20	-13	-3
O=S(=O)(c1ccc2oc(=S)[nH]c2c1)N1CCOCC1	-2	11	1.1	0	2.1	3	1.6	-1.6	-2	18	6
Cc1ccc(OCC(=O)NC2CC(C)(C)NC(C)(C)C2)c(C)c1	-3	5	1.9	-3	1.0	-4	2.3	0.9	10	-3	-5
O=C(NCCNC(=O)c1ccc(Br)o1)c1ccc(Br)o1	-3	-2	4.2	-15	4.0	9	1.9	0.8	306	1	-5
CCC(=O)Nc1ccc(NC(=O)c2cccc3ccccc23)cc1	1	-5	-0.4	-2	1.8	0	-1.6	-0.8	1	4	4
COc1ccc2[nH]c(C(=O)N(Cc3ccccn3)Cc3ccccn3)cc2c1	-6	9	3.7	-8	-1.4	-3	-3.2	-2.8	-4	-26	15
C=CCNC(=O)NC(=O)COn1nnc2ccc(S(=O)(=O)N(C)C)cc21	-11	10	2.5	-8	4.9	-4	-0.8	-0.4	-24	0	2
COC(=O)c1oc2ccc(Br)cc2c1NC(C)=O	-8	4	1.4	-2	-2.2	0	1.0	-1.5	13	-12	9
CCN1C[C@@H]2[C@@H]3C(=O)N(Cc4ccccc4)C(=O)[C@@H]3[C@](C)(C1=O)N2C(=O)c1ccc(C(F)(F)F)cc1	2	3	1.3	-4	·	10	·	-1.4	·	-4	8
Cc1cnc(C(=O)OCC(=O)N2C(C)CCCC2C)cn1 (stereo unspecified)	6	-12	0.9	-8	0.7	0	1.1	-4.5	8	13	18
O=C(/C=C/c1ccc(OCc2ccccc2)c(OCc2ccccc2)c1)c1cccnc1	2	7	2.9	2	0.3	5	-1.7	1.0	4	-17	-6
CCc1c(C(=O)NNC(=S)NCCc2ccccc2)csc1C	5	0	2.5	-6	3.9	3	-1.4	0.1	-19	-1	-1

Compound activity (PubChem)
